RXFP1 agonist: qHTS Assay for Agonists of the Relaxin Receptor RXFP1. HEK293T-RXFP1 cAMP TR-FRET, 30 min; response scale: percent of porcine relaxin response, buffer zero. Potency, µM (top dose mostly 57.5 µM), without a hit: top-dose activation, usual class: activators. AID 2676, 2010. 370,000 tested, 0.3% active; also: potency is read from the fitted curve at half-maximal effect; % is scaled to controls: 0 for no effect and ±100 for the full control effect; nearly all actives have a fitted effect of over 60% in size; many of its hits are not listed in these tables
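HEK293 cells stably expressing RXFP1, treated 30 min at 37C with compounds plus PDE4 inhibitor Ro 20174; cAMP measured by HTRF TR-FRET. Normalized to buffer and 29 nM porcine relaxin; EC50 by Hill fit.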
D2 potentiator: HTS Assay for Positive Allosteric Modulators of the Human D2 Dopamine Receptor: Primary Screen for Potentiators | D(2) dopamine receptor (Homo sapiens), P14416 | HEK293 T-REx D2, calcium flux, EC20 dopamine potentiation | potentiation, % at 10 µM | 340,000 tested, 0.34% active | AID 485347, 2010;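 active = potentiation over 3 SD above the plate norm, cut at about 30% in these data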; also: 0% is about no effect
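Using a no-wash calcium dye in inducible, force-coupled HEK293 Trex cells expressing D2, we tracked fluorescence each second for 180 s after compound, then for 180 s after EC20 dopamine to detect augmented signalling.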
D1 ag: Allosteric Agonists of the Human D1 Dopamine Receptor: qHTS; D(1A) dopamine receptor (Homo sapiens), P21728; HEK293 T-REx D1 cells, calcium flux, agonist mode; activation, % at 2 µM; 360,000 tested, 1% active; AID 504660, 2011; in the data active = activation above about 30%; also: 0% is about no effect
Target sequence (P21728 whole entry, looked up): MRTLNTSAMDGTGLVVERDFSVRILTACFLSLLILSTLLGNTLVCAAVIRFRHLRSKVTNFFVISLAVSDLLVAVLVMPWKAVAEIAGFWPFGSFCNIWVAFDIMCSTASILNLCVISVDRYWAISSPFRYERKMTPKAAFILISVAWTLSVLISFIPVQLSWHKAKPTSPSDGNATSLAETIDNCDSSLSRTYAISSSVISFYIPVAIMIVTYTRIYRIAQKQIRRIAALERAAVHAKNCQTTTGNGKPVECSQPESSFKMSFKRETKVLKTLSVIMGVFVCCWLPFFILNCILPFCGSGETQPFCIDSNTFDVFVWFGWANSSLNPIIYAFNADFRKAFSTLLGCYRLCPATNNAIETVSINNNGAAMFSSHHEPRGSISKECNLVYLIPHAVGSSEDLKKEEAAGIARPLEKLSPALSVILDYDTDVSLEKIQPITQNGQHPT
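Inducible HEK293 T-REx D1 cells, force-coupled to calcium signalling, were plated at 4000 cells/well with tetracycline and held overnight at 30 C. After no-wash calcium dye loading, compound-evoked calcium rise over 180 s flagged agonists.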
D1 antagonist: Antagonist of Human D 1 Dopamine Receptor: qHTS; D(1A) dopamine receptor (Homo sapiens), P21728; HEK293 TREx D1 cells, calcium flux, dopamine EC80; hits give low values; activity change, negative = inhibition, % at 10 µM; 360,000 tested, 3.2% active; AID 504652, 2011; in the data active = activity change below about -30%; also: % is scaled to controls: 0 for no effect and ±100 for the full control effect
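Compound effects on dopamine-evoked calcium signalling were measured in tetracycline-induced HEK293 Trex D1 cells. Dopamine at EC80 followed a 180 s compound pre-read, and fluorescence was tracked kinetically for 180 s more.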
Vif-A3G inh: qHTS for Inhibitors of Vif-A3G Interactions: qHTS | 410,000 tested, 0.076% active | Potency, µM (doses to about 46.1 µM), for inactives: at the highest dose activity, negative = active, usual class: inhibitors | DNA dC->dU-editing enzyme APOBEC-3G (Homo sapiens), Q9HC16 | HeLa A3G-eYFP + Vif (tagged APOBEC3G with the HIV-1 protein that degrades it), YFP fluorescence, overnight;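 also: potency is read from the fitted curve at half-maximal effect; % is scaled to controls: 0 for no effect and ±100 for the full control effect; nearly all actives have a fitted effect of over 60% in size; hits raise eYFP signal because A3G escapes Vif-driven loss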
Target sequence (Q9HC16 whole entry, looked up): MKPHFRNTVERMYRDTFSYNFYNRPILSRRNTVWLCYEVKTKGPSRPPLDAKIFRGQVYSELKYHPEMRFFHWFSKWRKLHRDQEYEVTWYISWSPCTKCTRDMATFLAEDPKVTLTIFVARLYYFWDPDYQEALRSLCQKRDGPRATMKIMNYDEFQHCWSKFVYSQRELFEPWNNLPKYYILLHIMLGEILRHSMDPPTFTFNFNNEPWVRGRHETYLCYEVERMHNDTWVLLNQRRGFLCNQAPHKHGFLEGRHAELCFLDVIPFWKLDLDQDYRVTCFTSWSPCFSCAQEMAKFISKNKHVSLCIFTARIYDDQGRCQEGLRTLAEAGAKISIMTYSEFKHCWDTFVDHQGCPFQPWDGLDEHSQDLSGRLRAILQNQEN
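HeLa cells stably expressing Vif and C-terminally eYFP-tagged A3G, seeded overnight at 37 deg C, then exposed to compound by pintool overnight at 37 deg C. Rise in yellow fluorescence (Ex 488/Em 500-530, Acumen) marks blocked Vif-driven A3G degradation.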
GRP78 ERSR act: qHTS for Inducers of the Endoplasmic Reticulum Stress Response (ERSR) in Human Glioma: qHTS; AID 602332, 2012; U87-MG GRP78 promoter luciferase reporter, 16 h; Potency, µM, inactives show at the highest dose activation, most hits filed as activators; 420,000 tested, 0.02% active; also: potency is read from the fitted curve at half-maximal effect; series mostly up to about 76 µM; % of control where 0% means no effect; nearly all actives have a fitted effect of over 35% in size
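Stably transfected U87-MG human glioma cells carrying a GRP78-based luminescent sensor were seeded at 1000 cells/well, pin-dosed with compounds and incubated 16 h. Luciferase reagent was then added, and end-point luminescence was read after 10 min at room temperature.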
D1 PAM: Potentiators of Human D1 Dopamine Receptor: qHTS; D(1A) dopamine receptor (Homo sapiens), P21728; potentiation, % at 10 µM; 360,000 tested, 0.036% active; AID 504651, 2011; HEK293 TREx D1 cells, calcium flux, dopamine EC20 potentiation; in the data active = potentiation above about 30%; also: 0% is about no effect
RXFP1 antag: qHTS Assay for Antagonists of the Relaxin Receptor RXFP1; AID 1259400, 2018; HEK293-RXFP1, relaxin-stimulated cAMP HTRF, 30 min; hits give low values; 350,000 tested, 0.59% active; activity change, negative = inhibition, % at 57.5 µM;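 active = activity change of -60% or lower, but not beyond a set lower limit; inconclusive = change between -60% and -40%, or beyond the set limit; inactive = change above -40%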; also: % is scaled to controls: 0 for no effect and ±100 for the full control effect
Vif-A3F inh: qHTS for Inhibitors of Vif-A3F Interactions: qHTS; HeLa A3F-eYFP + Vif (tagged APOBEC3F with the HIV-1 protein that degrades it), YFP fluorescence increase; Potency, µM (titrated, usually from 46.1 µM), for the others: at the highest dose activity, negative = active; 390,000 tested, 0.2% active; also: potency is read from the fitted curve at half-maximal effect; % of control where 0% means no effect; nearly all actives have a fitted effect of over 65% in size
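HeLa cells stably expressing A3F-eYFP plus Vif, plated and incubated overnight at 37 deg C, then exposed to compounds overnight at 37 deg C. Blocked degradation read as raised yellow fluorescence (Ex 488/Em 500-530).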
An asterisk follows results filed as active; ? = inconclusive; / = no result given; & = joins results of further samples. Unless noted, calls follow the shape of the dose curve; as a rule, active = well fitted curve in the direction sought with a large enough effect; inconclusive = small, poorly fitted or top-dose-only effect, or another doubt; inactive = no such curve, though single readings can be large; an effect the other way counts as inactive or inconclusive.

SMILES	RXFP1 agonist	D2 potentiator	D1 ag	D1 antagonist	Vif-A3G inh	GRP78 ERSR act	D1 PAM	RXFP1 antag	Vif-A3F inh
COc1ccc(/C=C/C(=O)Nc2ccc(S(=O)(=O)N3CCOCC3)cc2)c(OC)c1	0.6%	-1	0	16	-6%	-5%	-1	-10	5%
CCC(=O)N1CCc2cc(Br)cc(S(=O)(=O)N3CCN(c4ccccc4)CC3)c21	1.0%	-2	1	8	0%	-2%	2	/	1%
COc1nc(Nc2ccc(OC)c(Cl)c2)nc(OC)n1	1.5%	-3	1	6	-8%	2%	-6	-7	0%
CN(C)CCCNS(=O)(=O)c1ccc(Cl)s1	1.7%	0	5	1	1%	-3%	3	-12	0%
Cc1ccc(CCNC(=O)CCS(=O)(=O)c2ccc(Br)cc2)cc1	0.6%	-5	0	21	1%	-5%	-2	7	2%
CCN(Cc1cnn(C)c1)Cc1nc(C2(c3ccc(C)cc3)CCCC2)no1	-2.2%	-5	5	11	2%	-4%	7	-24	-3%
Cc1ccc(Cl)cc1N1CCN(C(=O)Cc2csc(Nc3nc(=S)[nH]c4ccccc34)n2)CC1	0.2%	-4	0	23	-8%	-2%	2	-23	8%
CCOc1ccc(CNC(=O)Cn2nc(C)n3cccc3c2=O)cc1	7.1%	1	0	-3	0%	-2%	-2	-11	3%
Cc1oc2ncnc(N3CCCCC3)c2c1C(=O)Nc1cccc(Cl)c1C	-4.1%	4	0	5	-5%	-3%	1	4	10%
C[n+]1c(-c2ccccc2)cc2c(=Cc3ccccc3)c3ccccc3n21	/	/	/	/	-13%	8%	/	-18	-11%
c1ccc(Sc2ncnc3c2oc2ccccc23)nc1	7.7%	/	3	9	1%	4%	-6	8	-7%
CCOc1ccc(NC(=O)CN(C)C(=O)CN2C(=O)NC3(CCCC3)C2=O)cc1OCC	-1.2%	-5	1	-2	0%	2%	-1	-4	-5%
COc1cc(NC(=O)c2cccs2)c(C(=O)OCC(=O)NC(=O)NC(C)(C)C)cc1OC	0.9%	9	6	-4	-2%	-3%	14	-3	/
O=C(CSc1nc(O)c(C2CCCCC2)c(=O)[nH]1)Nc1ccc(Cl)cc1	0.3%	-17	1	5	-6%	-1%	-2	-4	-1%
Cc1ccc(Nc2nc(N3CCOCC3)nc(N3CCOCC3)n2)cc1Cl	-1.3%	21	1	-6	0%	-4%	-3	-23	7%
CCN(CC)S(=O)(=O)c1ccc(N2CC(C(=O)N3Cc4ccccc4CC3C(N)=O)CC2=O)cc1 (configuration not stated)	/	/	/	/	2%	-4%	/	-3	-3%
O=c1c2c3c(sc2nc2sc(CN4CCCCC4)cn12)CCCC3	1.7%	-3	2	0	/	/	-3	/	/
O=C(CN1C(=O)c2ccccc2S1(=O)=O)NC(Nc1ccccc1F)C(Cl)(Cl)Cl (configuration not stated)	2.6%	6	3	-5	3%	-1%	-6	-105*	-2%
CCN1CCN(C(c2ccc(OC)c(OC)c2)c2nnnn2C(C)(C)C)CC1 (configuration not stated)	-0.8%	0	3	3	0%	-6%	-5	-1	-8%
COc1cccc(OC)c1C(=O)Nc1ccc(C)cc1C(=O)c1ccccc1	-0.1%	1	3	-6	-10%	-3%	4	-4	3%
O=C(C[n+]1cc(-c2ccc(F)cc2)n2c1CCC2)N1c2ccccc2Sc2ccccc21	9.1%	-14	1	9	3%	2%	-2	0	-9%
O=C(NCC(=O)N(c1cccnc1)C(C(=O)NC1CCCCC1)c1cccnc1)c1ccco1 (configuration not stated)	0.1%	-2	-1	0	-1%	0%	-2	-8	2%
Cc1ccc2cc3cc(C(=O)N4CCCCCC4)oc3nc2c1	-0.2%	2	1	-2	-2%	-11%	-6	-5	-9%
Cc1ccccc1C(=O)Oc1ccc2ccc(O)cc2c1	1.9%	0	2	-24	-2%	11%	-7	-7	-3%
COC(=O)C1=C(C)NC(=O)/C1=C\c1cccs1	0.0%	3	-2	19	-4%	3%	4	-1	2%

Structures shown so far that have two or more sulfur atoms:
SMILES	RXFP1 agonist	D2 potentiator	D1 ag	D1 antagonist	Vif-A3G inh	GRP78 ERSR act	D1 PAM	RXFP1 antag	Vif-A3F inh
CN(C)CCCNS(=O)(=O)c1ccc(Cl)s1	1.7%	0	5	1	1%	-3%	3	-12	0%
Cc1ccc(Cl)cc1N1CCN(C(=O)Cc2csc(Nc3nc(=S)[nH]c4ccccc34)n2)CC1	0.2%	-4	0	23	-8%	-2%	2	-23	8%
O=c1c2c3c(sc2nc2sc(CN4CCCCC4)cn12)CCCC3	1.7%	-3	2	0	/	/	-3	/	/

Next section
SMILES	RXFP1 agonist	D2 potentiator	D1 ag	D1 antagonist	Vif-A3G inh	GRP78 ERSR act	D1 PAM	RXFP1 antag	Vif-A3F inh
COc1ccccc1NC(=O)C1CC(C(C)C)OC1=O (configuration not stated)	/	/	/	/	2%	-2%	/	-8	2%
O=C(CCN1C(=O)c2ccccc2S1(=O)=O)NCc1ccccc1	0.2%	11	3	7	0%	4%	-3	-6	7%
COc1ccccc1C1(O)CCN(CC(=O)Nc2c(C)nn(C)c2C)CC1	-1.4%	16	1	0	1%	-2%	1	-10	-7%
O=C(NCc1ccco1)c1ccc(-c2csnn2)cc1	-0.4%	-6	3	-19	-1%	1%	-3	-2	7%
COc1cccc(N2C(=O)CN(Cc3cc(OC)c(OC)c(OC)c3)C2=S)c1	-4.3%	-2	6	1	-12%	-4%	3	-11	1%
O=C(NCC(c1ccc2c(c1)OCO2)N1CCN(c2ccccc2)CC1)c1ccccc1F (configuration not stated)	-2.7%	-27	2	0	3%	1%	1	14	-1%
O=C(c1ccc2c(c1)OCCO2)N1CCN(c2ccccn2)CC1	-1.7%	10	3	-8	-1%	-2%	-6	-10	3%
O=C(c1ccccc1)c1ccc(N2CCN(C(=O)c3ccc(F)cc3F)CC2)c(F)c1	/	/	/	/	4%	-3%	/	-4	-1%
O=C(CSc1nc2ccccc2o1)NCc1ccco1	-0.4%	11	0	9	-1%	1%	-1	3	/
O=C(Nc1nnc(-c2ccco2)s1)c1ccccc1	11%	1	5	10	0%	-5%	-4	-4	-8%
Cc1oc2ncnc(N3CCCCC3)c2c1C(=O)NCC1CCN(Cc2ccc(F)cc2)CC1	-3.2%	-6	0	-4	1%	-2%	-2	/	5%
O=C(CCS(=O)(=O)c1cccc2nonc12)N1CC(=O)N(CCc2ccccc2)C(=O)C1	1.0%	2	11	-91*	2%	2%	-2	6	4%
CCCNc1ncnc2c1cnn2C1CCCCO1 (configuration not stated)	/	/	/	/	-1%	0%	/	-10	-4%
O=C(COC(=O)C(O)c1ccccc1)c1ccc2c(c1)OCCO2 (configuration not stated)	-1.1%	28	-3	24	0%	7%	0	-5	-4%
O=C(NCc1cccnc1)c1cc(-c2ccco2)on1	-0.1%	0	8	-8	2%	5%	3	1	-6%
O=C(CN1CCN(c2nc(-c3ccccc3)cs2)CC1)Nc1ccc2c(c1)OCO2	0.4%	0	2	-32*	6%	-3%	-9	-5	-7%
CCCCCCCOC(=O)C[N+](C)(C)CCOC1CC2CCC1(C)C2(C)C (configuration not stated)	0.0%	-19	131*	42	0%	-15%	6	-15	-3%
O=C(CN1C(=O)C2C3C=CC(C3)C2C1=O)NCCN1CCCc2ccccc21 (configuration not stated)	-1.2%	-5	4	-17	0%	-7%	-3	8	3%
O=C(NCc1ccc(Cl)cc1)N1CCc2ccccc2C1	0.1%	-2	10	21	-8%	5%	-4	-3	13%
COc1ccc(CCNC(=O)COC(=O)CSc2ccc(C(N)=O)cc2[N+](=O)[O-])cc1OC	/	/	/	/	2%	-3%	/	-13	6%
CSc1ccc(C2NC(=O)c3c(sc4c3CCN(C)C4)N2)cc1 (configuration not stated)	7.8%	11	34*	7	?	0%	/	4	?
CN1CCc2nc(SCC(=O)Nc3ccc(OC(F)(F)F)cc3)c(C#N)c(-c3cccs3)c2C1	0.6%	0	18	-9	0%	-5%	-3	-20	-7%
CCc1ccc(NC(=O)CC2C(=O)NCCN2C(=O)c2ccccc2OC)cc1 (configuration not stated)	-0.9%&-0.6%	-2&10	1&-1	-12&-2	2%&0%	-4%&-2%	5&-2	-4	4%&5%
CC(C)c1nc(SCC(=O)Nc2ccc3c(c2)OCCO3)n[nH]1	-2.5%	2	-3	-8	1%	3%	-1	10	20%

In the list so far, these have a tert-butyl group:
SMILES	RXFP1 agonist	D2 potentiator	D1 ag	D1 antagonist	Vif-A3G inh	GRP78 ERSR act	D1 PAM	RXFP1 antag	Vif-A3F inh
COc1cc(NC(=O)c2cccs2)c(C(=O)OCC(=O)NC(=O)NC(C)(C)C)cc1OC	0.9%	9	6	-4	-2%	-3%	14	-3	/
CCN1CCN(C(c2ccc(OC)c(OC)c2)c2nnnn2C(C)(C)C)CC1 (configuration not stated)	-0.8%	0	3	3	0%	-6%	-5	-1	-8%

Part of the list above, with values under each structure:
Screens in order: RXFP1 agonist | D2 potentiator | D1 ag | D1 antagonist | Vif-A3G inh | GRP78 ERSR act | D1 PAM | RXFP1 antag | Vif-A3F inh
O=C(Nc1nnc(-c2ccco2)s1)c1ccccc1
    11% | 1 | 5 | 10 | 0% | -5% | -4 | -4 | -8%
O=C(CCN1C(=O)c2ccccc2S1(=O)=O)NCc1ccccc1
    0.2% | 11 | 3 | 7 | 0% | 4% | -3 | -6 | 7%
O=C(c1ccccc1)c1ccc(N2CCN(C(=O)c3ccc(F)cc3F)CC2)c(F)c1
    / | / | / | / | 4% | -3% | / | -4 | -1%
CN1CCc2nc(SCC(=O)Nc3ccc(OC(F)(F)F)cc3)c(C#N)c(-c3cccs3)c2C1
    0.6% | 0 | 18 | -9 | 0% | -5% | -3 | -20 | -7%
CC(C)c1nc(SCC(=O)Nc2ccc3c(c2)OCCO3)n[nH]1
    -2.5% | 2 | -3 | -8 | 1% | 3% | -1 | 10 | 20%

Screening results: PubChem, National Center for Advancing Translational Sciences (NCATS)

Not all compounds are listed (hit frequency here may not be typical).
